# High-throughput results from PubChem.
# DNMT1 inh: blocks human DNA methyltransferase DNMT1; DNMT1 molecular beacon, Hinp1I cleavage, fluorescence; inhibition (reported as % activation of signal), % at 10 µM; P26358; hit rate 0.83% among 360,000; in the data active means inhibition above about 50%
# Target sequence (P26358 504-1616 limits assumed): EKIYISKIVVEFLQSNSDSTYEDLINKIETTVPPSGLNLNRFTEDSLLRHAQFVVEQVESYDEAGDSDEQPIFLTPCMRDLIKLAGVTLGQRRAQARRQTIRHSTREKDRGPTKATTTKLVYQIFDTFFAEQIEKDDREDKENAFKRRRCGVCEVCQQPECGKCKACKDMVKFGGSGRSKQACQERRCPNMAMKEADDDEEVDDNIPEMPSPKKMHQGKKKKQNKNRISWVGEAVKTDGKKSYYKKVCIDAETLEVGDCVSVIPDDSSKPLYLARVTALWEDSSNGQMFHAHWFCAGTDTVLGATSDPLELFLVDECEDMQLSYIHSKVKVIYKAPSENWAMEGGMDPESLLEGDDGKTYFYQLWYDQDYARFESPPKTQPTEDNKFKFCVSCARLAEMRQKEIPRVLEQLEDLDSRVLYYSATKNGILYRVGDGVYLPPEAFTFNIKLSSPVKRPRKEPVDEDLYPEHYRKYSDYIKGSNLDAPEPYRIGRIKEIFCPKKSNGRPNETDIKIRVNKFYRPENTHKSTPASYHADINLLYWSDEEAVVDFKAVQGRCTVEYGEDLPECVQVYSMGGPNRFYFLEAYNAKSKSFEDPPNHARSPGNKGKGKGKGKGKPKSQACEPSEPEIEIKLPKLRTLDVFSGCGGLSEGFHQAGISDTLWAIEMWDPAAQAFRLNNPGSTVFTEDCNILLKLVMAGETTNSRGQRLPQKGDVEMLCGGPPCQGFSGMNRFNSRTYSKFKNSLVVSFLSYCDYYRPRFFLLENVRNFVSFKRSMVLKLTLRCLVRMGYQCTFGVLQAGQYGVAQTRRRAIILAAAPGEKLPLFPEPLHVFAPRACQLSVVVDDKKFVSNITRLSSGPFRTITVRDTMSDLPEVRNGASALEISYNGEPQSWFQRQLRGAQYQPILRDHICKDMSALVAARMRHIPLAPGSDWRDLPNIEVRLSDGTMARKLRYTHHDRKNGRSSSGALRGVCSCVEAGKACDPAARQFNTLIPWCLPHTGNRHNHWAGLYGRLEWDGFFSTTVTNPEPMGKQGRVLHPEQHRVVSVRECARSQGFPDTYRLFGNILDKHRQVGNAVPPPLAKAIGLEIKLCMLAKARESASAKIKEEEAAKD
# NRP1-CendR mod: NRP-1/CendR interaction modulation; O14786; FAM-RPARPAR peptide binding to NRP-1, fluorescence polarization; inhibition, % at 25 µM; hit rate 0.85% among 360,000; AID 602438;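 active means inhibition or corrected inhibition above about 18%, plus a signal ratio from 0.5 to 1.5, limit read from the data, passing the limit was not always enough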; further: strong numbers were not always called active
# Rpn11 inh: inhibitors of human proteasome Rpn11; human 26S proteasome, Ub4-pepOG fluorescence polarization; 20S core pre-blocked with epoxomicin; calls only at 20 µM; hit rate 0.59% among 360,000;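 active means inhibition at 20 µM, scaled to each plate's controls, above about 33%, limit read from the data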
# Scp1 inh: Scp-1 (human) phosphatase inhibition; Q9GZU7; Recombinant Scp1, phosphopeptide, malachite green phosphate absorbance; inhibition, % at 20 µM; hit rate 0.88% among 340,000; AID 493091;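 active means inhibition above about 50% at 20 µM, limit read from the data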;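 further: plate controls were DMSO wells with enzyme for no effect and wells lacking enzyme for full effect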
#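 Material: truncated SCP-1 phosphatase (76-261aa) / Buffer or medium: 50 mM Tris acetate pH 5.5, 0.005% Tween-20, 10 mM MgCl2 / Compound dosing: one concentration, 20 µM, with 1.0% DMSO / Incubation: 45 min room-temperature reaction, 5 min colour, 30 min stabiliser / Detection: colorimetric free-phosphate detection, absorbance 630 nm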
# NadD inh: blocks S. aureus nicotinate mononucleotide adenylyltransferase; purified NadD enzyme, colorimetric absorbance read-out; inhibition, % at 20 µM; hit rate 0.78% among 360,000; in the data active means inhibition above about 26%; further: some compounds past the cut are filed as inactive
# SKN-1 block: inhibitors of C. elegans SKN-1; C. elegans VP596 Pgst-4::GFP/RFP ratio, acrylamide-induced, 24 h; inhibition, % at 21.8 µM; hit rate 0.49% among 360,000; AID 624304;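 active means interference check ratio from 0.5 to 1.5 plus GFP to RFP signal ratio inhibition reaching or exceeding a fixed threshold, cut at about 30% in these data, passing the limit was not always enough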; further: some compounds called inactive have numbers as strong as hits
# LMPTP inh: LMPTP (human) inhibition. P24666. recombinant LMPTP-A, OMFP fluorogenic substrate, fluorescence intensity. inhibition, % at 20 µM. hit rate 0.22% among 360,000. AID 651560;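 active means compounds that cut the enzyme signal by at least half of the control window in the single-dose screen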;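 further: plate controls were DMSO wells with enzyme plus substrate for no effect and substrate without enzyme for full effect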
#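 Test system – LMPTP-A enzyme · Amount – LMPTP-A at 0.625 nM final in the reaction · Buffer or medium – Bis-Tris pH 6.0, DTT, detergent · Reagent – OMFP 400 µM · Doses – single 20 µM dose · Schedule – reaction 50 min, room temperature, dark · Detection – fluorescence intensity of OMFP turnover product · Evaluation – percent inhibition versus substrate-only and uninhibited controls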
# MT1-MMP act inh: blocks activation of human MT1-MMP | P50281 | HT1080 RFP-PRO-GFP cells, GFP/RFP ratio fluorescence, overnight; percent of plate control window, DMSO zero | GFP/RFP ratio change, % at 20 µM | hit rate 0.061% among 360,000;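 active means GFP/RFP ratio change of at least 30% with cell ATP level not reduced by more than half and red fluorescence within 50% of control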; further: strong numbers were not always called active
#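 Assay system: HT1080 RFP-PRO-GFP cells. Benchmarks: DMSO vehicle wells and RFP-L50D-GFP reporter cell wells. Times: overnight cell settling, then overnight compound exposure, 37 °C, 5% CO2. Compound: 20 µM single dose, 1% DMSO. Read-out basis: GFP/RFP fluorescence ratio.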
# SUMO1 PPI mod: alters human SUMO1 binding to SIM partners | P63165 | SUMO1 binding to a labelled peptide, TR-FRET, 1 h | inhibition, % at 20 µM | hit rate 0.33% among 360,000; in the data active means inhibition above about 37%
# STEP inh: STEP (human) phosphatase inhibition | recombinant STEP, OMFP fluorogenic substrate, fluorescence | inhibition, % at 20 µM | hit rate 0.25% among 360,000;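 active means inhibition at 20 µM, scaled per plate between control wells, above about 37%, limit read from the data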;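 further: 0% = DMSO with enzyme and substrate and 100% = substrate only without enzyme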
#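 System: STEP (striatal-enriched tyrosine phosphatase) enzyme, cell-free; medium: Bis-Tris pH 6.0 buffer with DTT, detergent; dosing: 20 µM, 1% DMSO; times: reaction 20 min, ambient temperature; detection: fluorescence, 480/540 nm; read-out basis: normalized % inhibition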
# The depositor's hits bear a star; i = inactive; . = not tested or not shown.
SMILES,DNMT1 inh,NRP1-CendR mod,Rpn11 inh,Scp1 inh,NadD inh,SKN-1 block,LMPTP inh,MT1-MMP act inh,SUMO1 PPI mod,STEP inh
Cc1ccc([C@H]2C(C(=O)O)=CC[C@@H](c3cccs3)N2S(=O)(=O)c2ccc(C)cc2)cc1,3,-13,i,4,2,-27,-1.9,-2,5,3
CC(Sc1nc(-c2ccccc2)c(-c2ccccc2)[nH]1)C(=O)NCC1CCCO1 (configuration not stated),3,-2,i,.,5,13,-0.1,-4,-2,0
Cc1cccc(N(C(=O)CNC(=O)c2ccco2)C(C(=O)NC2CCCCC2)c2cccnc2)c1 (configuration not stated),-3,25,i,3,-1,11,-0.6,0,-1,1
Cc1ccc(NC(=O)c2ccc(S(=O)(=O)N3CCOCC3)cc2)nc1,1,-4,i,3,6,11,-1.4,-4,0,1
COc1cccc(NC(=O)CN(C)C(=O)c2cccc(NS(=O)(=O)c3ccccc3)c2)c1,2,30*,i,-8,-8,1,-2.4,2,0,1
COc1cc(OC)cc(-c2c(-c3cccs3)c3cc(-c4ccc(N(C)C)nc4)ccc3n2C)c1,4,-6,i,4,20,21,8.7,3,-32,0
Cc1ccccc1NC(=O)CSc1nc(N)c2c3c(sc2n1)CSC(C)(C)C3,-9,-16,i,-2,11,7,1.7,-6,1,-2
O=C(Oc1ccc2c3c(c(=O)oc2c1)CCCC3)c1ccco1,7,0,i,-12,-6,3,-1.1,-1,8,5
FC(F)Oc1ccc(NC(=S)NCc2ccccc2)cc1Cl,-1,5,i,-11,-5,-9,2.1,5,3,-1
C[C@@H]1CN([C@@H](C)CO)C(=O)CCCn2nncc2CO[C@@H]1CN(C)S(=O)(=O)c1cccc(F)c1,7,1,i,.,0,14,0.0,-5,7,0
COc1ccc(S(=O)(=O)N2CCCC2)cc1C(C)C,-1,-8,i,53*,4,-11,0.1,-1,-3,-1
CCc1nnc(SCC(=O)NCCC2=CCCCC2)nc1CC,0,11,i,-2,1,16,1.3,-2,1,-2
CC1CCCN(C(=O)CN(C)S(=O)(=O)c2ccc3c(c2)c(=O)n(C)c(=O)n3C)C1 (configuration not stated),1,-4,i,4,-6,-12,-0.9,-2,7,-1
O=C(CSc1cccc2cccnc12)OCC(=O)c1ccccc1,4,0,i,-6,4,-12,0.2,.,-4,0
COc1ccc(CN2C(=O)C(CC(=O)NCc3cccc4ccccc34)CC(C(=O)N(C)C)=C2C)cc1 (configuration not stated),2,-8,i,.,-4,1,-1.5,2,2,-4
Cc1ccc(-n2c(C)nn(CC#N)c2=O)cc1,6,17,i,5,-2,2,-0.8,2,-1,2
Cc1cc(C)nc(N2CCCC(CCC(=O)NCc3ccc(F)c(F)c3)C2)n1 (configuration not stated),-1,4,i,-2,3,-11,-1.9,0,1,2
O=C(Nc1ccc(S(=O)(=O)N2CCOCC2)cc1)c1cccc(Br)c1,-3,7,i,-14,-7,-2,0.9,2,-2,-3
CN(Cc1ccccc1)c1ccc([N+](=O)[O-])cc1C(=O)O,-1,12,i,-5,0,5,-0.4,1,-20,-3
Cc1ccccc1Cc1c(C)nc2ncnn2c1C,0,-15,i,-4,9,9,-0.9,-2,-1,2
Cc1cc(NC(=O)CSc2nc3c(cc2C#N)CCCCC3)no1,7,-13,i,-1,6,-2,0.9,6,7,0
CN(CCO)CCC(=O)NC1(C)CS(=O)(=O)CC1S(=O)(=O)O (configuration not stated),-2,-16,i,2,-3,-9,-2.3,0,1,-1
Cc1c(C(=O)OCC(=O)NCCN2C(=O)CSC2=O)cccc1[N+](=O)[O-],9,0,i,-4,4,-12,0.0,2,18,-1
CCOC(=O)C1=C(COC(=O)/C=C/c2ccc(OC)cc2)NC(=O)NC1C (configuration not stated),3,-2,i,2,-9,2,0.7,6,-23,0
CCCC1C(C(=O)OCC)=C(C)NC(C)=C1C(=O)OCC,2,2,i,-5,1,-1,-0.3,1,-2,-2
# Following part:
SMILES,DNMT1 inh,NRP1-CendR mod,Rpn11 inh,Scp1 inh,NadD inh,SKN-1 block,LMPTP inh,MT1-MMP act inh,SUMO1 PPI mod,STEP inh
CCC/C(O)=C1\C(=O)CCCC1=NCCCCCC(=O)O,0,4,i,-13,-5,20,-2.6,4,-5,-5
CC(=O)N(C)c1ccc(N=Nc2ccc3ncccc3c2)cc1,4,-4,i,-2,2,21,0.3,4,-43,-2
Nc1cccc2nsnc12,-21,-10,i,15,-4,-14,-0.1,-1,-8,1
O=C(NCC1CCCO1)C(=Cc1cccc([N+](=O)[O-])c1)C(=O)NCC1CCCO1 (configuration not stated),-2,3,i,-3,-1,10,-0.7,-4,-1,1
CCOCCCNC(=O)C(c1ccc(Cl)cc1)N1CCC2(CC1)OCCO2 (configuration not stated),4,5,i,0,0,37*,-1.3,-4,1,-4
C/C=C1\COC(C(=O)NCCCN2CCCC2=O)(C(F)(F)F)C=C1C=C(C)C (configuration not stated),0,4,i,2,-9,3,-2.3,0,-5,-2
C/C(=N\NC(=O)C1(C)CC1(Br)Br)c1cccc(NC(=O)C2CCC2)c1 (configuration not stated),-5,15,i,3,2,4,-0.1,2,-4,-2
Nc1nnc(SCC(=O)Nc2ccc3nc(SCC(=O)Nc4ccccc4)sc3c2)s1,-19,-18,i,-5,27,-2,2.4,-9,1,-1
COc1ccc(-n2nnnc2SCC(=O)N2CCCC2)cc1OC,2,3,i,3,-1,0,-0.9,-1,-1,-4
COc1ccc(CN2CCNC(=O)C2CC(=O)NC2CCOCC2)c(F)c1 (configuration not stated),-3,6,i,-10,-2,14,-0.6,-2,8,3
CC(=O)C1(O)CCC2C3CC(C)C4=CC(=O)CCC4(C)C3CCC21C (configuration not stated),-3,8,i,.,1,11,-1.8,0,4,3
COc1cccc(OC)c1C(=O)Nc1c(C(=O)N2CCN(C)CC2)oc2ccccc12,2,16,i,-9,-2,8,0.0,-3,0,-3
COc1ccc(C)cc1NC(=O)CN(c1ccc(F)cc1)S(C)(=O)=O,1,2,i,-6,-1,-8,0.8,-2,2,2
CCCCCCCCSc1nnc(-c2ccc(OC)cc2)o1,0,7,i,-11,7,-29,1.8,1,2,4
Cc1ccc(NS(=O)(=O)c2ccc(C(=O)NCCCN3CCCC3=O)cc2)cc1C,0,14,i,-4,-1,16,-1.3,-5,1,1
c1ccc(-c2nnc(C3CC(c4ccncc4)=NO3)o2)cc1 (configuration not stated),-1,13,i,-4,-1,-4,-0.9,5,5,-2
O=C(CN(c1ccc(F)cc1)S(=O)(=O)c1ccccc1)N1CCOCC1,2,-3,i,-6,-2,25,0.7,-4,1,2
COc1cc(/C=C/C(=O)CC(=O)/C=C/c2ccc(O)c(OC)c2)ccc1O,-28,141,.,-3,56*,7,4.7,-39,-2,-23
O=C(NCCN1CCOCC1)c1cc(S(=O)(=O)Nc2ccccc2F)c(Cl)cc1Cl,0,-1,i,-6,-6,-9,-3.3,0,5,10
CCCCOc1ccc(C(O)(CCN2CCOCC2)c2ccccc2)cc1 (configuration not stated),1,1,i,-8,-10,29,-0.7,0,0,1
CN(Cc1ccccc1)C(=O)CCNC(=O)Cn1cnc2ccccc2c1=O,-1,-15,i,-4,3,-2,-0.6,7,-1,-1
O=C(N/N=C/c1ccc[nH]1)c1ccc(O)cc1,-2,-17,i,-6,-2,-4,-1.1,0,12,-3
OC(CC(O)c1ccccc1)c1ccccc1 (configuration not stated),-3,-3,i,-1,6,-4,-3.2,-3,-1,0
COc1ccc(CN=C(N)N=C(N)N)cc1Cl,-1,0,i,-4,-3,2,0.3,0,3,1
Cc1ccc(OCC(O)Cn2c(=N)n(CCN3CCOCC3)c3ccccc32)cc1 (configuration not stated),-4,10,i,-5,-9,8,-0.5,-5,-1,1
# More compounds:
SMILES,DNMT1 inh,NRP1-CendR mod,Rpn11 inh,Scp1 inh,NadD inh,SKN-1 block,LMPTP inh,MT1-MMP act inh,SUMO1 PPI mod,STEP inh
O=C(NC1CCCC1)c1nc(-c2ccco2)oc1-c1ccccc1,.,7,.,.,.,9,1.3,-3,-14,.
COc1cc(/C=N/NC2=NC(C)(C)Cc3ccccc32)cc(OC)c1OC,7,-2,i,3,-8,10,1.3,1,-4,12
O=C(Cn1cc(C(F)(F)F)cc(Cl)c1=O)Nc1cccc(S(=O)(=O)N2CCCCC2)c1,4,2,i,-6,2,6,0.7,3,1,-2
COc1ccccc1/C=C/C=N/NC(=O)Cc1cccn1C,-20,-13,i,-2,15,2,2.1,0,-9,0
O=C(CC1SC(N2CCCCC2)=NC1=O)Nc1ccc(C(=O)NCc2ccccc2)cc1 (configuration not stated),-3,-3,i,-5,3,5,1.2,-1,3,6
C=CCn1c(/N=C/c2ccc3c(c2)OCO3)nc2ccccc21,0,-3,i,0,-5,4,3.1,6,-6,3
CCN(CC)C(=O)CSC(=Nc1ccccc1F)NC#N,-2,-42,i,-10,1,8,-1.1,-40,5,-1
CSCC[C@H](NC(=O)N1CCn2c1nc1ccccc12)C(=O)NCc1ccc2c(c1)OCO2,0,-3,i,-9,-7,10,1.0,7,6,-5
CCOC(=O)N/N=C(\C)c1ccc(C)o1,4,3,i,5,-3,6,-1.0,3,-5,0
Cc1c(N(C)C(=O)COc2ccc3ccccc3c2)c(=O)n(-c2ccccc2)n1C,-1,-8,i,0,3,6,-0.6,3,3,-1
CCCn1c(SCC(=O)N2c3ccccc3CC2C)n[nH]c1=O (configuration not stated),0,-9,i,-3,-1,12,0.1,5,2,2
CC(C)Cc1cc(C(=O)O)c2ccccc2n1,2,5,i,-7,-6,4,-1.6,-1,0,-2
CCCSC1=NN2CCCC(=O)N=C2S1,0,-4,i,-1,0,-2,-0.9,4,3,4
COCCCNC(=O)c1ccc2nc3ccccc3c(=O)n2c1,2,-2,i,9,-1,11,-1.4,8,-10,-4
CC(=O)Oc1cccc(C(=O)Nc2ccccc2NC(=O)c2cccc(OC(C)=O)c2)c1,2,-1,i,-7,-9,22,-1.9,3,2,-3
COc1ccc(C2C(C#N)=C(N)Oc3n[nH]c(C)c32)cc1Cn1cc([N+](=O)[O-])cn1 (configuration not stated),-16,7,i,-7,-2,13,0.7,1,-12,1

# One compound at a time, as listed above. Order of values: DNMT1 inh, NRP1-CendR mod, Rpn11 inh, Scp1 inh, NadD inh, SKN-1 block, LMPTP inh, MT1-MMP act inh, SUMO1 PPI mod, STEP inh
# O=C(Cn1cc(C(F)(F)F)cc(Cl)c1=O)Nc1cccc(S(=O)(=O)N2CCCCC2)c1 as listed: 4, 2, i, -6, 2, 6, 0.7, 3, 1, -2
# CCOC(=O)N/N=C(\C)c1ccc(C)o1 as listed: 4, 3, i, 5, -3, 6, -1.0, 3, -5, 0
